# Screening results: PubChem BioAssay, several laboratories
# Bcl-B displacement: displacers of TR3 peptide from Bcl-B, primary screen, selectivity assay for Bfl-1 inhibitor project, biochemical, fluorescence polarization | AID 748 | FP displacement of FITC-TR3 peptide from Bcl-B; higher % means a stronger effect | hit rate 0.11% among 96,000 | displacement, % at 20 µM; hits with a dose series show IC50 in µM;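 active means displacement above 50% at 20 µM plus a fluorescence interference ratio under 1.5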;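 further: plate controls were wells without compound for no effect and wells lacking Bcl-B protein for full effect; a part of the inactive calls stands beside numbers as strong as those of hits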
# MRP reversal: MRP-mediated drug resistance reversal; hit rate 0.04% among 85,000; H69AR cells + 2 uM doxorubicin, CellTiter-Glo, 72 h; differential viability (reversal), % at 10 µM;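 active means viability drop by adding the cancer drug above about 55%, with treated viability meeting a 40% cutoff, limit read from the data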;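 further: viability without doxorubicin minus viability with 2 µM doxorubicin for each compound; larger differential means the compound sensitizes cells more to doxorubicin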
# PLAP inhibition: inhibition of human placental alkaline phosphatase – biochemical, luminescence, HTS (AID 690); hit rate 0.08% among 96,000; inhibition, % at 20 µM; hits with a dose series show IC50 in µM; purified PLAP, luminescent substrate; higher % means a stronger effect; in the data active means a potency from the dose series; inactive means the rest, 99 in 100 with inhibition below about 30%; further: strong numbers were not always called active
# IL1B NFkB inh: blocks IL-1B driven NFkB nuclear translocation in HUVEC cells; inhibition, % at 2 µM; AID 796; hit rate 0.43% among 94,000; HUVEC IL-1B NFkB p65 nuclear translocation imaging;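 active means inhibition above about 30% together with a positive call from visual inspection of the well image, limit read from the data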;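 further: nuclear over cytoplasmic p65 intensity ratio measured by imaging; 0% = IL-1B stimulated DMSO wells and 100% = unstimulated DMSO wells; values of inactives mirror those of a sister screen read the other way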
# NFkB transloc pot: enhances IL-1B driven NFkB nuclear translocation; HUVEC IL-1B NFkB p65 nuclear translocation imaging; activation, % at 2 µM; hit rate 0.3% among 94,000; AID 819;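 active means activation above 40%, about the mean plus 3 SD, also judged a hit on visual image review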;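 further: percent activation is computed from the nuclear over cytoplasmic p65 intensity ratio; values of inactives mirror those of a sister screen read the other way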
# MRP reversal cytotoxicity: also measured in MRP reversal; calls as there; viability, %; H69AR cells, CellTiter-Glo, 72 h; measured here: cytotoxicity without doxorubicin
# MRP reversal with doxorubicin: recorded beside MRP reversal, whose call it bears; viability, %; measured here: viability with 2 uM doxorubicin; active compounds read low
# IL1B NFkB inh cell count 2 µM: further read-out of IL1B NFkB inh, marked with its call; cell count; measured here: cells passing quality filter;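 raw number of nuclei counted in each imaged well without normalization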
# NFkB transloc pot cell count 2 µM: also measured in NFkB transloc pot; calls as there; cell count; measured here: cells passing quality filter
# Starred values were filed as active, the others as inactive; nt = no result given.
# Values in the order – IL1B NFkB inh cell count 2 µM	IL1B NFkB inh	PLAP inhibition	MRP reversal	MRP reversal cytotoxicity	Bcl-B displacement	NFkB transloc pot cell count 2 µM	NFkB transloc pot	MRP reversal with doxorubicin
COc1ccc(CNC(=O)Cn2nc(Cc3cccnc3)c3ccccc3c2=O)cc1
→ 188	4	4%	5	87	12%	188	-4	83
CCNc1nc(NCC)n2c(SCc3nc4ccccc4c(=O)[nH]3)nnc2n1
→ 125	4	-14%	3	73	-9%	125	-4	69
Clc1cccc(-c2nnc(SCc3nc4ccccc4[nH]3)n2Cc2ccco2)c1
→ 120	-9	-115%	-16	69	-9%	120	9	85
Cc1cccc(-c2noc(CN(C(C)C)S(=O)(=O)c3ccc(F)cc3)n2)c1
→ 135	2	5%	0	80	-8%	135	-2	80
O=C(Oc1ccccc1[N+](=O)[O-])c1cccnc1
→ 164	2	8%	nt	nt	-8%	164	-2	nt
OCCSc1ncnc2c1oc1ccccc12
→ 86*	32*	-4%	2	98	5%	86	-32	96
CCOc1ccc2[nH]cc(S(=O)(=O)c3ccc(F)cc3)c(=O)c2c1
→ 191	4	21%	8	96	7%	191	-4	88
O=C(Nc1ccc(Oc2ccc(S(=O)(=O)N3CCOCC3)cn2)cc1)c1ccco1
→ 109	4	nt	1	87	-4%	109	-4	86
CC(C)C(c1nnnn1C1CCCC1)N(C)C1CCCCC1 (stereo not given)
→ 211	-21	-28%	6	100	-3%	211	21	94
Nc1nc(CN2CCC(Cc3ccccc3)CC2)nc(Nc2ccccc2)n1
→ 172	-7	-24%	-26	30	2%	172	7	56
Cc1cccc(NC(=O)CC2CCC2)c1
→ 164	-14	5%	12	105	0%	164	14	93
Cc1cc(=O)oc2ccc(OCC(=O)N3CCC(C)CC3)cc12
→ 143	-1	1%	29	82	-6%	143	1	53
COC(=O)c1c(CSc2ccc(C)c(C)c2)noc1C(=O)NCc1ccc(OC)cc1
→ 199	9	-1%	nt	nt	-12%	199	-9	nt
O=C(NCc1ccco1)c1cc(-c2ccco2)on1
→ 112	0	13%	6	93	7%	112	0	87
c1ccc(C(c2nnnn2Cc2ccco2)N2CCN(c3nc4ccccc4s3)CC2)cc1 (stereo not given)
→ 129	2	nt	12	85	nt	129	-2	73
Cc1nnc(SCc2cn3ccsc3n2)n(N)c1=O
→ 121	-11	14%	-4	77	-8%	121	11	80
Cc1cccc(Nc2nc(N)nc(CN3CCC(C)CC3)n2)c1C
→ 129	-2	nt	nt	nt	nt	129	1	nt
CCc1cc2c(=O)n(-c3ccc(C)cc3)cnc2s1
→ 74	12	nt	2	89	nt	74	-12	87
COCCNC(=O)CCc1ccc(S(=O)(=O)Nc2ccc(C)cc2)cc1
→ 76	-13	-24%	0	98	1%	76	13	98
CC(Sc1nc(-c2ccccc2)cc(C(F)(F)F)n1)C(=O)N1CCCCC1 (stereo not given)
→ 172	8	-25%	-16	50	6%	172	-8	66
Cc1ccc([N+](=O)[O-])cc1N=C(c1cccc(Br)c1)N1CCOCC1
→ 114	7	-16%	nt	nt	-20%	114	-7	nt
O=C(NCc1cccnc1)C1CCCN(S(=O)(=O)c2ccc(Br)cc2)C1 (stereo not given)
→ 160	-10	-2%	8	93	-10%	160	10	85
O=S(=O)(NCc1cccnc1)c1ccc(Br)s1
→ 117	-17	-2%	-8	92	-18%	117	17	100
Cc1ccc(OCC(O)Cn2c(NCCc3ccccc3)nc3c2c(=O)[nH]c(=O)n3C)cc1 (stereo not given)
→ 118	1	21%	7	94	-2%	118	-1	87
CCOc1ccc(C(=O)NC(Cc2ccccc2)C(=O)OC)cc1 (stereo not given)
→ 152	-2	3%	-4	95	-9%	152	2	99
Cc1cc(C)nc(NC2=NCC(=O)N2c2ccccc2)n1
→ 151	1	-144%	3	100	-13%	151	-1	97
COc1cc(OC)cc(C2C(C#N)=C(N)Oc3n[nH]c(-c4cccnc4)c32)c1 (stereo not given)
→ 148	-9	-5%	8	99	-8%	148	9	92
COc1cc2c(cc1OC)C(C(=O)Nc1cccc(C)n1)C(c1cccnc1)N(C)C2=O (stereo not given)
→ 147	-39	-7%	-6	96	-8%	147	39	102
COc1ccc(-c2c3c([nH]c(=S)c2C#N)CCC3)cc1
→ 171	-18	-17%	5	90	-9%	171	18	85
O=C(CC1NC2CCCCC2NC1=O)Nc1ccc2c(c1)OCO2 (stereo not given)
→ 169	-8	-5%	nt	nt	-5%	169	8	nt
COC(=O)COn1c(-n2nc(C)cc2C)nc2ccccc2c1=O
→ 162	-1	-3%	4	69	4%	162	1	65
Cc1ccc(N/C(N)=N/c2nc(CSc3ccc(C)cc3)cc(=O)[nH]2)cc1
→ 186	-10	-37%	-9	42	-9%	186	10	51
c1coc(CNC2CCCCCCC2)c1
→ 214	-28	8%	nt	nt	4%	214	28	nt
CCN(CC)C(=O)CSc1nnc(CNc2ccc(F)cc2)n1-c1ccccc1
→ 118	8	nt	10	89	nt	118	-8	80
O=C(CCN1C(=O)C2C3C=CC(C3)C2C1=O)Nc1c(F)cccc1F (stereo not given)
→ 122	10	-28%	7	99	-6%	122	-10	92
O=C(NCC1CCCO1)c1csc2c1CCCCC2 (stereo not given)
→ 99	-4	1%	10	92	3%	99	4	82
Cc1ccccc1OCc1nc(-c2ccc(NC(=O)c3ccc4c(c3)OCO4)cc2)no1
→ nt	nt	-2%	-13	16	-16%	nt	nt	29
c1ccc(C(c2nnnn2C2CCCC2)N2CCCCCC2)nc1 (stereo not given)
→ 82	5	-67%	14	88	35%	82	-5	74
c1ccc2c(-c3nnc4n3CCCCC4)c[nH]c2c1
→ 179	5	7%	0	94	1%	179	-5	94
CC(C)N1C(=S)SC2CS(=O)(=O)C=C21 (stereo not given)
→ 209	-22	-43%	-4	101	-6%	209	22	105
O=c1c2ccccc2nc(-c2ccco2)n1Cc1ccccc1
→ 93	-7	4%	1	73	-5%	93	7	73
O=[N+]([O-])c1ccc(Sc2ccccc2Cl)nc1
→ 193	-16	-20%	nt	nt	5%	193	16	nt
COc1ccccc1-c1cn[nH]c(=S)n1
→ 120	4	18%	1	98	0%	120	-4	97
Cc1ccc(CN(C)C(=O)c2ccccc2Oc2ccccc2)o1
→ 173	-6	-30%	16	77	15%	173	6	60
COC(=O)C(C)n1cnc2c(cnn2-c2ccc(Cl)cc2)c1=O (stereo not given)
→ 146	-28	18%	nt	nt	-9%	146	28	nt
CCOc1ccc(NC(=O)c2ccccc2NC(=O)CN(C)CC(=O)Nc2ccc(C)cc2)cc1
→ 145	14	-5%	-10	37	-1%	145	-14	48
Cc1oc(C)c(C(=O)O)c1COc1ccc(C(=O)O)cc1
→ 150	8	-12%	-11	93	-3%	150	-8	104
Cc1ccc([N+](=O)[O-])cc1NC(=O)CCCOc1ccccc1
→ 153	-4	17%	nt	nt	-1%	134	-4	nt
CN1CCN(CCCNC(=O)C2CC(=O)N(C3CCCCC3)C2)CC1 (stereo not given)
→ 180	7	28%	2	97	-6%	180	-7	94
COc1ccccc1NS(=O)(=O)c1ccccc1C#N
→ 143	-18	-8%	-14	85	-2%	143	18	99
N#CC1=C(N)OC2=C(C(=O)CCC2)C1c1ccccc1 (stereo not given)
→ 195	-7	11%	5	98	1%	195	7	92
CCOC(=O)c1sc(C)c2c1NC(C)(c1cccs1)NC2=O (stereo not given)
→ 171	-9	-4%	-32	42	-1%	171	9	74
Cc1ccc(-c2cc(C(=O)NCc3ccccn3)c3ccccc3n2)cc1C
→ 146	1	-46%	nt	nt	2%	146	-1	nt
COc1ccc(Cl)cc1NC(=O)C1CCCN(c2cc(C)nc3ncnn23)C1 (stereo not given)
→ 168	-2	-67%	2	66	-11%	168	2	64
CCOc1ccc(-n2nnc3c(=O)n(CC(=O)N4CCCc5ccccc54)cnc32)cc1
→ 71	3	-9%	nt	nt	5%	71	-3	nt
CCn1c(=O)cc(SCC(=O)NCc2ccco2)c2ccccc21
→ 104	6	5%	-32	39	-4%	104	-6	71
COc1ccc(N=C2C(=Nc3ccc(OC)cc3)N(c3ccc(N(C)C)cc3)C(=S)N2c2ccc(OC)cc2)cc1
→ 181	-7	-12%	nt	nt	2%	181	7	nt
O=C(Nc1ccc(C(F)(F)F)cc1)c1cc(-c2cccnc2)nc2ccc(Br)cc12
→ 84	1	-3%	nt	nt	-20%	84	-1	nt
COc1ccc(S(=O)(=O)Cc2ccc(C(=O)N3CCCC3)o2)cc1
→ 57	-15	1%	2	83	4%	57	15	81
CCn1c(C(C)NC(=O)c2ccc(OC)c(OC)c2)nc2ccccc21 (stereo not given)
→ 119	1	-29%	3	82	5%	119	-1	79

# In the list so far, four have bromine.
# Values in the order – IL1B NFkB inh cell count 2 µM	IL1B NFkB inh	PLAP inhibition	MRP reversal	MRP reversal cytotoxicity	Bcl-B displacement	NFkB transloc pot cell count 2 µM	NFkB transloc pot	MRP reversal with doxorubicin
Cc1ccc([N+](=O)[O-])cc1N=C(c1cccc(Br)c1)N1CCOCC1
→ 114	7	-16%	nt	nt	-20%	114	-7	nt
O=C(NCc1cccnc1)C1CCCN(S(=O)(=O)c2ccc(Br)cc2)C1 (stereo not given)
→ 160	-10	-2%	8	93	-10%	160	10	85
O=S(=O)(NCc1cccnc1)c1ccc(Br)s1
→ 117	-17	-2%	-8	92	-18%	117	17	100
O=C(Nc1ccc(C(F)(F)F)cc1)c1cc(-c2cccnc2)nc2ccc(Br)cc12
→ 84	1	-3%	nt	nt	-20%	84	-1	nt

# (more compounds)
# Values in the order – IL1B NFkB inh cell count 2 µM	IL1B NFkB inh	PLAP inhibition	MRP reversal	MRP reversal cytotoxicity	Bcl-B displacement	NFkB transloc pot cell count 2 µM	NFkB transloc pot	MRP reversal with doxorubicin
Cc1ccc(OCCCC(=O)Nc2ccc(N3CCOCC3)cc2)c(C)c1
→ 120	-7	4%	7	96	0%	120	7	89
CCSc1nc2c(c(=O)[nH]1)C(c1cccnc1)C(C(=O)OC(C)C)=C(C)N2 (stereo not given)
→ 166	-4	nt	-5	79	nt	166	4	84
Cc1ccc(CCNC(=O)C2CCC(=O)N2C(C)C)cc1 (stereo not given)
→ nt	nt	5%	-6	103	1%	nt	nt	109
COc1ccc2[nH]cc(C(=O)CN3CCC(C)CC3)c2c1
→ 123	-2	-3%	-5	95	-24%	123	2	100
Cc1cccc(NC(=S)NNC(=O)CCn2cc(C)cn2)c1
→ 143	4	-88%	nt	nt	4%	143	-4	nt
CCOC(=O)c1c(C)oc2cc(Br)c(O)c(Br)c12
→ nt	nt	-8%	-5	90	0%	nt	nt	95
CCC(=O)NC(=S)N1CCN(c2ccc([N+](=O)[O-])cc2Cl)CC1
→ 160	18	-5%	nt	nt	2%	160	-17	nt
CCOC(=O)C1=C(C)NC(C)=C(C(=O)OCC)C1C(=O)OC1CCOC1=O (stereo not given)
→ 155	-17	-10%	10	87	-5%	155	17	77
CCOC(=O)C(C)(C)Sc1nc2c(cnn2-c2ccc(Cl)cc2)c(=O)[nH]1
→ 105	2	-48%	-3	84	4%	105	-2	86
COC(=O)CC1C(=O)NCCN1C(=O)Nc1ccccc1 (stereo not given)
→ 105	13	5%	0	93	18%	105	-13	92
CCC(OC(=O)C(NC(=O)c1ccccc1)c1ccccc1)C(=O)Nc1cc(C)on1 (stereo not given)
→ 211	8	-6%	11	100	-2%	211	-8	88
COCC(C)n1c(SCC(=O)NCCC2=CCCCC2)nc2ccccc2c1=O (stereo not given)
→ 148	-8	-33%	nt	nt	7%	148	8	nt
O=C(Nc1ccc2c(c1)OCCO2)N1CCN(c2ccccc2)CC1
→ 109	0	17%	nt	nt	0%	109	0	nt
Cc1cc(C)c(C)c(S(=O)(=O)NCc2ccc(C(=O)N3CCCCC3)cc2)c1C
→ 106	-5	nt	-19	33	nt	106	5	52
Cc1cc(C(=O)CSc2nnnn2-c2ccccc2)c(C)n1CC1CCCO1 (stereo not given)
→ 201	1	2%	3	77	-4%	201	-1	74
CCOC(=O)c1cnn(-c2nc(C)cc(C)n2)c1N
→ 169	-7	-15%	2	85	-8%	169	7	83
O=C1C=C(c2ccc(Cl)cc2)OC2(CCCC2)O1
→ 96	-5	9%	2	88	1%	96	5	86
COc1ccc(C2SCC(=O)N2c2c(C)n(C)n(-c3ccccc3)c2=O)cc1 (stereo not given)
→ nt	nt	-28%	17	95	5%	nt	nt	78

# The list is partial; the hit share may differ from the screen's.
